D2 potentiator = positive allosteric modulators of human D2 dopamine receptor | HEK293 T-REx D2, calcium flux, EC20 dopamine potentiation | AID 485347 | potentiation, % at 10 µM | 340,000 compounds, 0.34% hits;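 active = potentiation over 3 SD above the plate norm, cut at about 30% in these data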; note: 0% is about no effect
Target sequence (P14416 whole entry, looked up): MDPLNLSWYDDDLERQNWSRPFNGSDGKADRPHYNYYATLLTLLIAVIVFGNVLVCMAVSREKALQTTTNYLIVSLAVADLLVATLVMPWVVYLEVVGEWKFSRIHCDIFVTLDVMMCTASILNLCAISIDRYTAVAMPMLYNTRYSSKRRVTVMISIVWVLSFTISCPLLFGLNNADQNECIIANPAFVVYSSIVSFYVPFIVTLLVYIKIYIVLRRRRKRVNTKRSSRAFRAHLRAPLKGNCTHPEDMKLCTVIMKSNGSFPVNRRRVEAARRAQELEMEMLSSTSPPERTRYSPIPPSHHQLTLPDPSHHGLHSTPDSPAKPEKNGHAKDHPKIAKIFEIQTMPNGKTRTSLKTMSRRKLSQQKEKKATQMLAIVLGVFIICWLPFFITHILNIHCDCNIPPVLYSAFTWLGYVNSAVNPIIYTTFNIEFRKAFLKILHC
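Calcium flux readout, no-wash dye, 1 read/s. Inducible HEK293 Trex D2 line, overnight 30 C. Compound alone 180 s (agonist flags), then EC20 dopamine, another 180 s to score potentiation.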
Vif-APOBEC3G blk = Vif-A3G binding inhibition; AID 602310; HeLa A3G-eYFP + Vif (tagged APOBEC3G with the HIV-1 protein that degrades it), YFP fluorescence, overnight; Potency, µM (doses to about 46.1 µM), for inactives: at the highest dose activity, negative = active, hits mostly inhibitors; Q9HC16; 410,000 compounds, 0.076% hits;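 note: potency is the fitted concentration of half-maximal effect; % is set by controls: 0 for no effect and ±100 for the full control effect; nearly all actives have a fitted effect of over 60% in size; hits raise eYFP signal because A3G escapes Vif-driven loss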
Target sequence (Q9HC16 whole entry, looked up): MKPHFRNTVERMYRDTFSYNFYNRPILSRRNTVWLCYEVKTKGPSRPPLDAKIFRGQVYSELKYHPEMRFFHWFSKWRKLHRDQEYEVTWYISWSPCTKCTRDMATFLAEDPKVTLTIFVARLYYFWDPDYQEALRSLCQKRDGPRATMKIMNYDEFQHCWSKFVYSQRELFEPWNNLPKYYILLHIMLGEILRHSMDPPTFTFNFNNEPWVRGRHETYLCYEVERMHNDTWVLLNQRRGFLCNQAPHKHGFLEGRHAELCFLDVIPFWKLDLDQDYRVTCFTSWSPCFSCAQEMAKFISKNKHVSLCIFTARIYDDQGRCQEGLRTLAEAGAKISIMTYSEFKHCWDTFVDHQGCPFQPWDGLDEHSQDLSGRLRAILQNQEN
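HeLa cells stably expressing Vif and C-terminally eYFP-tagged A3G, seeded overnight at 37 deg C, then exposed to compound by pintool overnight at 37 deg C. Rise in yellow fluorescence (Ex 488/Em 500-530, Acumen) marks blocked Vif-driven A3G degradation.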
RXFP1 agonist = RXFP1 (human) receptor agonism. Q9HBX9. HEK293T-RXFP1 cAMP TR-FRET, 30 min; response scale: percent of porcine relaxin response, buffer zero. Potency, µM (top dose mostly 57.5 µM), inactives show at the highest dose activation, most hits filed as activators. 370,000 compounds, 0.3% hits. AID 2676; note: potency is the fitted concentration of half-maximal effect; % is set by controls: 0 for no effect and ±100 for the full control effect; nearly all actives have a fitted effect of over 60% in size; many of its hits are not listed in these tables
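cAMP rise read by TR-FRET after 30 min, 37C compound exposure (up to 58 uM) in RXFP1-transfected HEK293 cells with Ro 20174 present. EC50 from Hill-equation fits, with 29 nM porcine relaxin as 100% and buffer as basal.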
GRP78 ERSR act = ER stress response induction in glioma. U87-MG GRP78 promoter luciferase reporter, 16 h. Potency, µM, for the others: at the highest dose activation, most hits filed as activators. 420,000 compounds, 0.02% hits. AID 602332; note: potency is the fitted concentration of half-maximal effect; series mostly up to about 76 µM; % of control where 0% means no effect; nearly all actives have a fitted effect of over 35% in size
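Stably transfected U87-MG human glioma cells carrying a GRP78-based luminescent sensor were seeded at 1000 cells/well, pin-dosed with compounds and incubated 16 h. Luciferase reagent was then added, and end-point luminescence was read after 10 min at room temperature.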
D1 ag = human D1 receptor agonism. P21728. HEK293 T-REx D1 cells, calcium flux, agonist mode. activation, % at 2 µM. 360,000 compounds, 1% hits; in the data active = activation above about 30%; note: 0% is about no effect
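Tetracycline-induced HEK293 TREx D1 cells, force-coupled to calcium signalling, were dye-loaded with a no-wash calcium kit. Compound was pin-added after a 10 s baseline. Fluorescence was read kinetically at 1 cycle/s for 180 s, with calcium rises flagged as agonism.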
D1 antag = blocks dopamine activation of the human D1 receptor; P21728; HEK293 TREx D1 cells, calcium flux, dopamine EC80; hits give low values; activity change, negative = inhibition, % at 10 µM; 360,000 compounds, 3.2% hits; AID 504652; in the data active = activity change below about -30%; note: % is set by controls: 0 for no effect and ±100 for the full control effect
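Inducible Hek293 Trex D1 cells (tetracycline, overnight, 30 C). Calcium dye 30–90 min RT. Antagonist mode: EC80 dopamine added after 180 s compound read.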
Vif-A3F inh = blocks the Vif interaction with APOBEC3F; HeLa A3F-eYFP + Vif (tagged APOBEC3F with the HIV-1 protein that degrades it), YFP fluorescence increase; Potency, µM (highest dose often 46.1 µM), without a hit: at the top dose activity, negative = active; 390,000 compounds, 0.2% hits; AID 602313; note: potency is the fitted concentration of half-maximal effect; % of control where 0% means no effect; nearly all actives have a fitted effect of over 65% in size
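Fluorescence increase (Ex 488/Em 500-530) after overnight compound treatment at 37 deg C flags inhibition of Vif-driven A3F-eYFP loss in stable HeLa A3F-eYFP/Vif cells seeded overnight beforehand.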
D1 potentiator = human D1 dopamine receptor positive modulation. potentiation, % at 10 µM. 360,000 compounds, 0.036% hits. P21728. HEK293 TREx D1 cells, calcium flux, dopamine EC20 potentiation; in the data active = potentiation above about 30%; note: 0% is about no effect
LDHA inh = blocks human lactate dehydrogenase A; 480,000 compounds, 0.15% hits; P00338; purified LDHA, NADH/diaphorase-resazurin fluorescence; hits give low values; activity change, % (values are at about 110 or 230 µM); in the data active = activity change below about -30%; inconclusive = mostly about -25% to -30%;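 note: plate controls were DMSO wells for no effect and wells without enzyme for full effect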
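LDH5 2 nM; NADH 0.06 mM, pyruvate 0.2 mM; 200 mM Tris pH 7.4, EDTA, Tween-20; 5 min RT. Detection: diaphorase 0.133 mg/mL + resazurin 37 µM, fluorescence ex540/em590 at 0 and 20 min; normalized to enzyme-free and DMSO wells.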
Active calls of the source: *; u = inconclusive; x = no result given. Unless noted, calls come from the whole dose curve; as a rule, active = well fitted curve in the direction sought with a large enough effect; inconclusive = small, poorly fitted or top-dose-only effect, or another doubt; inactive = no such curve, though single readings can be large; an effect the other way counts as inactive or inconclusive.

SMILES	D2 potentiator	Vif-APOBEC3G blk	RXFP1 agonist	GRP78 ERSR act	D1 ag	D1 antag	Vif-A3F inh	D1 potentiator	LDHA inh
COc1ccc(C2=NN(C(=O)c3cccc([N+](=O)[O-])c3)C(c3cccc([N+](=O)[O-])c3)C2)cc1 (centres undefined)	8	0%	2.1%	-1%	0	-10	-5%	-6	-3
O=C(CNC(=O)c1ccc(Br)o1)NC1CCCCC1	16	0%	2.5%	1%	-1	0	5%	-1	-1
Cc1ccsc1C(=O)N[C@@H](C)c1nnc2ccccn12	0	3%	10%	-1%	5	-6	14%	3	-10
CN(Cc1ccnc2ccccc12)C(=O)C1CCC(=O)N(Cc2ccccc2F)C1 (centres undefined)	8	-1%	1.9%	-3%	1	-8	-1%	-6	1
Cc1ccc(NC(=O)Nc2nc3ccc(S(C)(=O)=O)cc3s2)cc1	2	0%	26%	-1%	7	2	4%	-6	-10
COc1ccc(C2C(C#N)=C(N)OC(C(C)(C)C)=C2C#N)cc1OC (centres undefined)	-2	-1%	1.7%	-5%	4	0	4%	9	16
CC(C)(C)c1ccc(-c2noc(CCC(=O)Nc3cccnc3)n2)cc1	-1	-2%	3.9%	-9%	13	-18	2%	x	1
CC(=NNC(=S)Nc1cccc(Cl)c1)c1ccccn1	x	-18%	x	u	x	x	-11%	x	0
Cc1cccc(-n2ccc(=O)c(C(=O)Nc3ccc(S(=O)(=O)N4CCOCC4)cc3)n2)c1	-1	3%	2.5%	-1%	2	-5	4%	-1	-11
COCC(=O)Nc1c(C(=O)Nc2ccc3c(c2)OCCO3)oc2ccccc12	-6	-5%	-1.4%	0%	0	13	4%	2	-5
CCn1c(SCC(=O)Nc2ncc(C(F)(F)F)cc2Cl)nnc1-c1cccc(C)c1	-7	-3%	3.1%	-1%	5	-16	-12%	-4	-11
Cn1cc(CN2CCC(C(=O)N3CCCCC3)CC2)c(-c2ccccc2F)n1	3	-3%	-1.1%	0%	0	15	-2%	11	-5
O=C(Cn1cnc([N+](=O)[O-])n1)NCCc1ccccc1	2	0%	1.6%	-3%	3	-4	1%	2	7
N#Cc1c(-c2ccc(Cl)cc2)c2c([nH]c1=O)-c1ccccc1OC2	9	3%	7.4%	-2%	4	-15	7%	-1	-8
CCO/C=C1/C(=O)N(c2ccccc2OC)C(=O)c2ccccc21	0	0%	0.0%	-6%	0	-4	6%	22	3
CC(NC(=O)COC(=O)/C=C/c1ccc2c(c1)OCO2)c1ccccc1 (centres undefined)	-7	-1%	-0.2%	2%	1	-5	8%	-3	-7
COCCn1c(=O)[nH]c2cc(C(=O)N3CCN(c4cccc(Cl)c4)CC3)ccc2c1=O	3	-6%	-3.3%	-4%	12	-13	-1%	x	-2
CCOC(=O)CC1(CC(=O)OCC)NC(=O)c2c(C)sc(C(=O)OCC)c2N1	x	1%	6.4%	1%	1	3	-9%	-2	-7
CCOc1ccc(CCNC(=O)COC(=O)c2ccc(Cl)nc2)cc1OCC	3	-1%	2.1%	-5%	0	1	3%	5	-2
CC(NC(=O)COC(=O)c1ccc2c(c1)S(=O)(=O)N=C1CCCCCN12)C12CC3CC(CC(C3)C1)C2 (centres undefined)	0	-4%	0.7%	-3%	2	15	-8%	-9	-7
Cc1ccc(-c2nn(CC(=O)NC3CCCCC3)c3c2cnc2ccc(F)cc23)cc1C	-1	1%	-1.2%	-7%	-1	-3	-26%	-4	-5
COc1ccc(OC)c2[nH]c(C(=O)O)cc12	-3	0%	-2.7%	-3%	1	0	-4%	-16	6
COc1ccccc1N1CCN(c2nc3c(S(=O)(=O)c4ccccc4)nnn3c3ccc(Cl)cc23)CC1	15	1%	-1.8%	-2%	0	24	-5%	-4	-12
COc1ccc(C(=O)NNS(=O)(=O)c2ccc(OC)cc2)cc1	5	-7%	2.5%	-2%	2	2	0%	-4	2
COc1cc(OC)c2c(c1)C(=O)OC2	4	-1%	2.1%	-1%	1	1	3%	-4	-1
CN(C)CCN=c1cc(-c2ccccc2)oc2ccc(Cl)cc12	-1	-7%	1.9%	3%	-1	12	-13%	-2	-3
Cc1cc(C)nc(N2CCCC(C(=O)NC3CCCC3)C2)n1 (centres undefined)	-3	2%	0.0%	-2%	0	4	-15%	-3	0
C/C(=N\NC(N)=S)c1ccc(Cl)s1	-6	0%	4.2%	-1%	1	9	-15%	-2	-3
CN1C[N+]([O-])=C(c2ccccc2)C1(C)C	-2	2%	-0.1%	-3%	2	-3	-5%	-7	-6
OC(CNC1CCCC1)COc1ccccc1Br (centres undefined)	-16	1%	-1.3%	-1%	13	-36*	-4%	-8	-16

Full records as entered above:
Cc1cc(C)nc(N2CCCC(C(=O)NC3CCCC3)C2)n1 (centres undefined) is entered as D2 potentiator: -3; Vif-APOBEC3G blk: 2%; RXFP1 agonist: 0.0%; GRP78 ERSR act: -2%; D1 ag: 0; D1 antag: 4; Vif-A3F inh: -15%; D1 potentiator: -3; LDHA inh: 0
COc1cc(OC)c2c(c1)C(=O)OC2 is entered as D2 potentiator: 4; Vif-APOBEC3G blk: -1%; RXFP1 agonist: 2.1%; GRP78 ERSR act: -1%; D1 ag: 1; D1 antag: 1; Vif-A3F inh: 3%; D1 potentiator: -4; LDHA inh: -1

(list continues)
SMILES	D2 potentiator	Vif-APOBEC3G blk	RXFP1 agonist	GRP78 ERSR act	D1 ag	D1 antag	Vif-A3F inh	D1 potentiator	LDHA inh
O=C(NCCN1CCCC1)C(c1ccccc1)c1ccccc1	14	0%	0.3%	-7%	9	7	-1%	14	-4
CN1CCN(C(=O)c2ccccc2Nc2ccc(SC(F)F)cc2)CC1	-17	-2%	-2.0%	-1%	5	-16	0%	-8	1
O=S(=O)(Nc1ccncc1)c1cc(Cl)ccc1Cl	8	0%	0.1%	0%	0	13	3%	-5	-6
Cc1cc(O)c(/C=N/OCc2ccc(Cl)cc2Cl)c(=O)o1	-5	0%	-2.0%	0%	4	7	u	15	-5
Cc1ccnc(N2CCCC(C(=O)Nc3cccc(C)c3C)C2)n1 (centres undefined)	-9	3%	8.8%	-3%	3	-5	-16%	-3	-5
CC(=O)OC1CC2(C)C(C(C)=O)CCC2C2CCC3=CC(=O)CCC3(C)C12 (centres undefined)	x	0%	x	-3%	x	x	0%	x	-7
CC1=C(C(=O)N(C)C)CC(CC(=O)NC(c2ccccc2)c2ccccc2)C(=O)N1Cc1ccc(C(C)(C)C)cc1 (centres undefined)	x	-11%	x	0%	x	x	-3%	x	5
C=C(C)C(=O)Nc1ccc(OC(F)(F)C(F)F)c(NC(=O)C(=C)C)c1	4	0%	0.2%	-4%	-1	-2	4%	0	-13
O=C(Cn1cc(C(F)(F)F)ccc1=O)N1CCN(S(=O)(=O)c2ccccc2)CC1	-3	1%	0.8%	-8%	1	-4	-9%	0	3
CCOc1cc(C2C(C(C)=O)=C(C)Nc3ncnn32)ccc1O (centres undefined)	-4	-3%	0.7%	-1%	0	2	-1%	-2	-2
COc1ccccc1OCC(=O)N/N=C1\CCCCc2ccccc21	5	0%	-0.2%	-5%	2	1	-20%	2	-6
CC1CCc2c(sc(NC(=O)CN3CCN(C(=O)c4ccco4)CC3)c2C#N)C1 (centres undefined)	1	-4%	3.6%	-1%	6	-31*	8%	-4	-1
Cc1cccc(C)c1NC(=O)CN1CCN(C(=O)c2cc(C3CC3)nn2-c2ccccc2)CC1	x	1%	x	2%	x	x	-9%	x	-7
COCCN(C(=O)c1ccccc1OC)c1nnc(C)s1	5	4%	1.3%	-2%	4	3	-10%	-4	-2
CCn1c(/C=C/c2ccc(F)cc2)nc2ccccc2c1=O	5	-13%	-0.3%	3%	3	-17	0%	-13	-13
CCOC(=O)N1CCC(NC(=O)Cn2nc(Cc3ccncc3)c3ccccc3c2=O)CC1	14	0%	0.8%	-7%	0	5	-1%	-1	-10
Cn1c(N)c(C(=O)COC(=O)/C=C/c2cccc(C(F)(F)F)c2)c(=O)n(C)c1=O	14	-3%	-0.3%	-4%	6	-11	2%	3	0
Oc1ccccc1Nc1nc2ccccc2n2nnnc12	-3	x	2.2%	x	42*	-19	x	-2	3
Cc1cccc(NC(=O)CSc2nnc3ccc(-c4cccnc4)nn23)c1	x	-8%	x	-4%	x	x	-4%	x	1

An excerpt from above in order of heavy-atom count, highest first:
SMILES	D2 potentiator	Vif-APOBEC3G blk	RXFP1 agonist	GRP78 ERSR act	D1 ag	D1 antag	Vif-A3F inh	D1 potentiator	LDHA inh
CC1=C(C(=O)N(C)C)CC(CC(=O)NC(c2ccccc2)c2ccccc2)C(=O)N1Cc1ccc(C(C)(C)C)cc1 (centres undefined)	x	-11%	x	0%	x	x	-3%	x	5
Cc1cccc(C)c1NC(=O)CN1CCN(C(=O)c2cc(C3CC3)nn2-c2ccccc2)CC1	x	1%	x	2%	x	x	-9%	x	-7
CCOC(=O)N1CCC(NC(=O)Cn2nc(Cc3ccncc3)c3ccccc3c2=O)CC1	14	0%	0.8%	-7%	0	5	-1%	-1	-10
Cn1c(N)c(C(=O)COC(=O)/C=C/c2cccc(C(F)(F)F)c2)c(=O)n(C)c1=O	14	-3%	-0.3%	-4%	6	-11	2%	3	0
Cc1cccc(NC(=O)CSc2nnc3ccc(-c4cccnc4)nn23)c1	x	-8%	x	-4%	x	x	-4%	x	1
COc1ccccc1OCC(=O)N/N=C1\CCCCc2ccccc21	5	0%	-0.2%	-5%	2	1	-20%	2	-6
CCOc1cc(C2C(C(C)=O)=C(C)Nc3ncnn32)ccc1O (centres undefined)	-4	-3%	0.7%	-1%	0	2	-1%	-2	-2
CCn1c(/C=C/c2ccc(F)cc2)nc2ccccc2c1=O	5	-13%	-0.3%	3%	3	-17	0%	-13	-13
Oc1ccccc1Nc1nc2ccccc2n2nnnc12	-3	x	2.2%	x	42*	-19	x	-2	3

Screening results: PubChem, National Center for Advancing Translational Sciences (NCATS)

A portion of the library; the hit share may differ from the screen's.
